Source: PubChem
Mtb UGM inh: inhibitors of M. tuberculosis UDP-galactopyranose mutase. purified UGM, fluorescence polarization probe displacement. inhibition, % at 10 µM. actives 0.06% (n = 320,000). AID 504406; in the data active = inhibition above about 10%, passing the limit was not always enough; inconclusive = no clear call, values can overlap the other calls
Target sequence (P9WIQ1 whole entry, looked up): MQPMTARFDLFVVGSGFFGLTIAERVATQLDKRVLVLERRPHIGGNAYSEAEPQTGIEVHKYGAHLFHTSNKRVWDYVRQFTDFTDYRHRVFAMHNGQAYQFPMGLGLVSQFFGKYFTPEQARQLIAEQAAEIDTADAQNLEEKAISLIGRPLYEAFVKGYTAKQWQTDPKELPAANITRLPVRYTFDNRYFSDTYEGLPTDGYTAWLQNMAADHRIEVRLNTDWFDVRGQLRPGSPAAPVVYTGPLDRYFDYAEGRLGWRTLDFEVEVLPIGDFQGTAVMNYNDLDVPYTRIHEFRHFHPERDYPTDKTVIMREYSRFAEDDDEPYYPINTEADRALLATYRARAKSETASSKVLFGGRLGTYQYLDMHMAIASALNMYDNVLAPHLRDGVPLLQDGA
MazF activator: increases E. coli MazEF RNase cleavage of RNA; activation, % at 20 µM; actives 0.32% (n = 350,000); FAM/BHQ RNA-DNA oligo cleavage fluorescence, 5 h; P0AE70; in the data active = activation above about 50%
Target sequence (P0AE70 whole entry, looked up): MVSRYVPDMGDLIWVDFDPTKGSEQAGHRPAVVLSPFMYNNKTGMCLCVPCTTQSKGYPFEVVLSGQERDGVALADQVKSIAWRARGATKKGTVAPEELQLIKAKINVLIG
FadD28 binding: inhibitors of Mycobacterium tuberculosis FadD28 bisubstrate binding; actives 0.22% (n = 360,000); AID 588549; FadD28 bisubstrate probe binding, fluorescence polarization; inhibition, % at 12.5 µM; in the data active = inhibition above about 8.5%, passing the limit was not always enough; inconclusive = no clear call, values can overlap the other calls
BoNT-F LC inh: BoNT F light chain protease inhibition | actives 0.22% (n = 360,000) | Multiplex microsphere protease cleavage assay, flow cytometry | inhibition, % at 10 µM; in the data active = inhibition above about 35%, passing the limit was not always enough; inconclusive = no clear call, values can overlap the other calls; note: plate controls were buffer without enzyme for full effect and enzyme alone for no effect
PrPC TRFRET: cell surface PrPC inhibition, primary TR-FRET screen; actives 0.43% (n = 370,000); inhibition, % at 13.8 µM; TR-FRET read-out; in the data active = inhibition above about 24%; note: 0% = median of the test wells and 100% = reference compound wells
BioA inh: blocks M. tuberculosis BioA enzyme activity; purified M. tuberculosis BioA enzyme, plate reader; inhibition, % at 9.99 µM; actives 0.096% (n = 360,000); AID 602481; in the data active = inhibition above about 40%; inconclusive = no clear call, values can overlap the other calls
Rv3671c inh: inhibits the M. tuberculosis serine protease Rv3671c | P9WHR9 | inhibition, % at 5.96 µM | actives 0.048% (n = 320,000) | AID 2606; in the data active = inhibition above about 38%;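 note: extracellular domain of Rv3671c used as enzyme; 0% = enzyme with DMSO and 100% = no enzyme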
Target sequence (P9WHR9 whole entry, looked up, the tested form may be a part): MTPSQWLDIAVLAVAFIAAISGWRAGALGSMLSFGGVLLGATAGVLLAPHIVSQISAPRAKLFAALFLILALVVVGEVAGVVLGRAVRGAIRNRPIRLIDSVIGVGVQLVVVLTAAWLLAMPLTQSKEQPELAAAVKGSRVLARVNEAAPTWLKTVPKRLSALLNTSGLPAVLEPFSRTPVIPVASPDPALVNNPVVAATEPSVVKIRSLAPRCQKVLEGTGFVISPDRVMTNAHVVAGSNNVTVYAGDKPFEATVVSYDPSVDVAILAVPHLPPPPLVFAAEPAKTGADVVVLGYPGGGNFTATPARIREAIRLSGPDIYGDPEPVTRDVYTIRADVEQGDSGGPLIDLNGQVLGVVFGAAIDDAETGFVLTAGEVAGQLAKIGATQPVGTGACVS
Mtb FBA inh: inhibitors of M. tuberculosis fructose-bisphosphate aldolase; P9WQA3; purified M. tuberculosis FBA, fluorescence read-out; inhibition, % at 1 µM; actives 2.3% (n = 360,000); in the data active = inhibition above about 27%;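 note: 0% = vehicle and 100% = reference inhibitor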
GDH-TPI inh: counter-screen for M. tuberculosis FBA inhibitors: GDH-TPI coupled enzymes; AID 588335; GDH-TPI coupled enzyme counterscreen, NADH absorbance; inhibition, % at 4.8 µM; actives 1.2% (n = 360,000); in the data active = inhibition above about 30%;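 note: 0% = DMSO wells and 100% = wells lacking the enzyme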
* hit, by the source's call; ? = inconclusive; nt = no result given.

SMILES	Mtb UGM inh	MazF activator	FadD28 binding	BoNT-F LC inh	PrPC TRFRET	BioA inh	Rv3671c inh	Mtb FBA inh	GDH-TPI inh
Cc1cccc(NC(=O)c2ccccn2)c1C	2.1	0	-4.5	5	-16	0.3	-4	1	-1
CC1CCCCC12NC(=O)N(CC(=O)NCc1ccccc1)C2=O (stereo not given)	-3.2	7	-0.7	0	4	-0.3	-1	0	6
Cc1ccc(NC(=O)CCc2nnc3ccc(N4CCN(C)CC4)nn23)cc1F	1.2	-24	-0.6	-3	-4	5.4	-10	2	10
COc1cccc(NC(=O)c2cccc(Cl)c2)c1	-2.1	2	-2.4	-5	10	1.2	0	-1	-7
COc1ccccc1CNC(=O)c1cc(C(C)C)nc2ccccc12	1.3	5	nt	2	-7	-0.7	-6	-6	-5
C#CC1(O)CC(C)NCC1(C)CCC#N (stereo not given)	-2.4	1	-1.1	-11	1	0.4	5	2	-2
COCCNC(=O)CCCn1c(=O)c2cc(OC)c(OC)cc2n(CC(=O)c2ccccc2)c1=O	0.6	6	-2.5	-8	-1	2.5	0	1	14
Cc1[nH]c2ccccc2c1-c1csc(NC(=O)CSCC(=O)O)n1	-1.0	-1	?	4	-1	nt	-2	2	9
COc1ccc(-c2nc3cc(C)c(Br)c(C)n3c2CC(C)(C)C)cc1OC	nt	nt	-2.4	-4	10	-0.8	nt	2	nt
COc1ccc(Nc2cc(C(=O)NCCCOC(C)C)c3ccccc3n2)c(OC)c1	-3.3	9	-1.8	-18	8	1.7	2	-1	-3
CC(C)(C)N(NS(=O)(=O)c1ccc(F)cc1)c1ccccc1	0.4	7	-1.6	-7	3	0.1	0	-1	-9
O=C(CC12CC3CC(CC(Br)(C3)C1)C2)NCc1ccccc1	-0.2	2	-0.8	8	-2	-0.2	2	1	2
CC1CCCN(C(=O)COC(=O)c2cc(Br)ccc2O)C1 (stereo not given)	0.4	-7	nt	-8	1	-2.0	12	2	10
CCNC(=O)Nc1cc(S(=O)(=O)N2CCOCC2)ccc1N1CCCCC1	nt	-4	-3.6	-6	-6	-0.3	nt	-2	-12
CCCCCN(C(=O)CCC(=O)OCc1ccc(Cl)cc1Cl)c1c(N)n(CCCC)c(=O)[nH]c1=O	-2.6	-3	-1.9	7	-3	nt	16	-3	10
COCCSc1nnc(NC(=O)C2CC(=O)N(C3CCCC3)C2)s1 (stereo not given)	-0.9	2	0.0	-6	0	0.1	-15	1	-1
CC(OC(=O)c1oc2ccccc2c1COc1ccccc1)C(N)=O (stereo not given)	-1.7	1	-1.5	0	-2	nt	6	0	-5
Cc1onc(COc2ccccc2O)c1Br	-1.1	8	-2.3	-12	-4	-1.2	-2	-2	-2
COC(=O)c1sc(NC(=O)c2csc3c2CCCC3)nc1C	-0.6	-2	-6.9	2	4	1.7	-24	0	10
O=C(O)CSC(=S)N1CCCC1	-0.9	8	-3.2	-4	-6	-2.1	6	0	-11
CCc1c(C)nc2[nH]nc(NC(=O)C(F)(F)F)n2c1=O	1.0	5	-2.2	4	7	-2.3	14	0	-2
O=c1[nH]c(-c2ccccc2)ncc1Oc1ccccc1	1.6	-1	0.2	?	6	0.2	5	1	20
CCN(C(=O)C1CCCN(c2nc(-c3ccc(OC)cc3)no2)C1)c1ccccc1F (stereo not given)	-0.7	-1	-1.6	-6	9	0.7	-7	-1	2
CCOc1ccc(NC(=O)Cc2c(C(=O)O)n(C)c3ccccc23)cc1	3.1	-2	0.1	12	4	2.2	-5	-2	4
Cc1cc(C)c2[nH]c(=O)c(CN(CC3CCCO3)C(=S)NCc3ccco3)cc2c1 (stereo not given)	1.8	12	-1.2	-2	0	nt	-5	2	4
More structures:
SMILES	Mtb UGM inh	MazF activator	FadD28 binding	BoNT-F LC inh	PrPC TRFRET	BioA inh	Rv3671c inh	Mtb FBA inh	GDH-TPI inh
CCOP(=O)(Cc1cc(C#N)oc1C)OCC	0.5	-3	-1.3	-2	6	nt	4	4	9
CC(=O)c1ccc(NC(=O)CC(NCCC2=CCCCC2)C(=O)O)cc1 (stereo not given)	-1.2	9	-1.6	-4	12	nt	-1	3	5
CCc1ccc(N2CC34C=CC(O3)C(C(=O)OC(C)C)C4C2=O)cc1 (stereo not given)	-0.2	7	-5.3	-2	0	-0.6	9	0	-5
Cc1ccc(/C=C/C(=O)Nn2cnnc2)cc1	-0.6	9	-3.9	-7	4	-2.3	-4	-4	22
Nc1nnc(SCC(=O)Nc2cccc(S(=O)(=O)N3CCCCC3)c2)s1	3.1	4	-2.5	2	5	-3.2	-10	2	6
Cc1ccc(CNCC(=O)Nc2cccc(S(=O)(=O)NC3=NCCCCC3)c2)cc1	1.0	1	-2.8	-11	1	nt	-4	0	-8
Nc1cc(N)nc(SCc2ccccc2)n1	1.0	0	-1.3	-1	-3	-0.4	-9	-2	2
CCCOc1ccc(/C(O)=C2/C(=O)C(=O)N(CCCn3ccnc3)C2c2cccs2)cc1 (stereo not given)	2.8	8	-0.6	-1	-2	nt	2	-3	5
CN(CC1CCCN(CCc2ccc(Cl)cc2)C1)C(=O)CC(F)(F)F (stereo not given)	2.5	3	-3.8	-8	2	-0.9	0	0	6
COC(=O)CSc1nnc(C)n1-c1ccc(C)cc1	-1.3	-3	-2.0	-15	-6	-2.1	6	3	-6
CC(=O)Nc1ccc(NC(=O)CCn2cnnn2)cc1	-0.6	5	-2.7	-5	3	nt	2	-2	-6
CCn1ncc([N+](=O)[O-])c1C(=O)Nc1ccc(C(=O)N2CCCCC2)cc1	2.3	4	-5.8	-8	-15	-0.3	-7	-3	-13
O=C(Cc1ccccc1)N1CCN(S(=O)(=O)c2ccc([N+](=O)[O-])cc2)CC1	-1.8	25	-0.6	1	-39	nt	4	0	-1
CCc1cc2c(=O)c(-c3nc4ccccc4n3C)coc2c(CN2CCOCC2)c1O	-2.4	2	-4.4	0	-3	nt	-9	-4	17
C[C@H]([C@H](O)c1ccccc1)N(C)C(=O)CN	-1.2	4	-2.0	-3	-1	-0.1	-1	-1	7
CC(=O)Nc1ccc(NC2=Nc3ccccc3N3C2=Nc2c(c(C)nn2-c2ccccc2)C3c2ccccc2)cc1 (stereo not given)	-0.6	-1	0.0	32	0	-2.3	-3	2	12
C#CCn1c(C)cc(C)c(S(=O)(=O)c2ccccc2)c1=O	1.4	9	-1.6	-5	9	nt	5	-1	12
CC1Cc2cc(-c3csc(NC(=O)Cc4ccccc4)n3)ccc2N1S(C)(=O)=O (stereo not given)	1.7	7	-2.6	-11	24	1.0	-21	-3	5
CC(=O)N1CCOc2ccc(S(=O)(=O)N3CCC(C(=O)Nc4ccc(C)cc4)CC3)cc21	2.8	6	-3.0	0	-12	4.1	-5	0	-6
CCCCOc1ccc(CSCCN=C(N)N)cc1	nt	-2	-3.2	-12	4	nt	nt	3	-2
Nc1nc(Cl)c2ncn(C3OC(CO)C(O)C3O)c2n1 (stereo not given)	nt	0	-2.0	-7	-6	0.8	nt	-3	0
O=C(CCSCc1ccccc1F)NCc1cccs1	1.2	-9	-4.6	-11	3	2.1	-1	-1	6
CC(/C=C/C=C/c1ccccc1)=N\NC(=O)c1cccnc1	2.2	4	-0.2	0	-2	nt	8	4	15
[N-]=[N+]=NC1c2ccccc2C(=O)N1Cc1ccccc1 (stereo not given)	-2.2	16	-4.7	-9	-8	-1.7	-2	0	12
CCCCN(CCCC)c1nc(-c2ccncc2)nc2ccccc12	-0.8	-17	-0.7	-1	5	nt	5	0	-1
Next structures follow:
SMILES	Mtb UGM inh	MazF activator	FadD28 binding	BoNT-F LC inh	PrPC TRFRET	BioA inh	Rv3671c inh	Mtb FBA inh	GDH-TPI inh
CCOc1ccccc1N1CCN(CC(=O)c2c(N)n(C)c(=O)n(C)c2=O)CC1	1.2	-14	-0.2	4	-4	nt	-10	6	2
Cc1ccc2nc(SC(C)C(=O)N3CC(C)OC(C)C3)[nH]c2c1 (stereo not given)	-0.9	10	-3.9	3	2	nt	1	-2	1
Cc1ccc(Nc2nc(C(=O)NCCCN3CCOCC3)cs2)cc1	1.1	4	-2.8	4	1	-4.6	4	1	8
CC(=O)Oc1ccccc1C(=O)Oc1ccc(/C=N/n2cnnc2)cc1	1.0	-5	-2.0	0	12	0.5	-9	1	8
CNC(=S)N(CCc1c(C)[nH]c2ccc(C)cc12)Cc1cccs1	0.0	7	-3.9	-5	10	nt	-1	0	-5
CC(Oc1ccccc1)C(=O)Nc1oc(-c2ccco2)c(-c2ccco2)c1C#N (stereo not given)	0.3	-10	0.1	0	-4	nt	2	0	27
Cc1ccc(NC(=O)COC(=O)CN2CCCCCC2=O)c(C)c1	0.6	4	1.3	0	7	0.7	0	4	7
N#Cc1ccc(S(=O)(=O)NC2CCN(Cc3ccccc3)CC2)cc1	-1.0	9	-0.8	?	-4	nt	-10	-2	0
CC(C)c1ccc(NC(=O)C2CCCCC2C(=O)O)cc1 (stereo not given)	0.8	0	-0.5	6	0	-1.8	4	0	4
Cc1cccnc1NC(=O)c1cccc(S(=O)(=O)N2CCN(c3ccc(F)cc3)CC2)c1	0.8	2	-0.9	-7	7	0.6	5	0	4
O=[N+]([O-])c1ccc(F)c(N=Cc2ccc(Br)s2)c1	-2.8	-4	-3.3	-2	-7	nt	1	-2	7
COc1ccc(NC(=O)C2Cc3c(-c4ccncc4)ccnc3O2)cc1OC (stereo not given)	nt	nt	-0.4	4	-3	1.0	nt	3	7
COc1ccc(NC(=O)CN2C(=O)NC(CC(C)C)C2=O)cc1S(=O)(=O)N1CCOCC1 (stereo not given)	-0.3	2	0.3	-4	1	nt	8	0	4
COc1ccccc1CNC(=O)c1cc(-c2ccccc2)nn1CC1CC(c2cccnc2)=NO1 (stereo not given)	-0.3	2	-1.1	1	-8	0.9	-3	1	5
Cc1ccccc1C(=O)N=c1sccn1C	2.1	1	-1.0	-18	-2	-1.3	2	0	-2
CCCCC(=O)NCCc1ccc(S(N)(=O)=O)cc1	-1.0	10	-0.8	-2	9	-1.5	2	-1	11
C/C=C/C(=O)OCC(=O)Nc1ccc(SC(F)F)cc1	2.6	6	-2.6	-1	-3	4.0	1	5	-1
O=C(NC(NNc1ccc([N+](=O)[O-])cc1)(C(F)(F)F)C(F)(F)F)c1ccc(F)cc1	-0.9	1	-4.8	-5	7	nt	4	-4	-2
CCOC(=O)CN/C=C(\C#N)c1ccc(F)cc1	2.8	-1	0.3	0	-9	nt	-4	2	7
Cc1ccc(NC(=O)C2CC(=O)n3c(nc4ccccc43)N2)cc1C (stereo not given)	-0.4	-6	-1.0	-2	6	-0.7	3	5	6
COc1ccc(CNC(=O)Cc2cccs2)cc1	-0.7	8	-4.9	12	nt	-4.8	2	-1	5
O=C(Nc1ccc(CN2CCS(=O)(=O)CC2)cc1)c1ccc(Cl)cc1	2.3	4	-1.5	nt	13	-1.0	3	-2	-2
Cc1cc(C)n(C(=O)CCC(=O)Nc2ccc(C)c(C)c2)n1	-0.4	-5	-2.9	-7	1	4.2	7	-3	7
CCOC(=O)c1cnc(SCC(=O)Nc2cc(OC)ccc2OC)nc1N	-3.8	-2	-0.5	-5	3	0.2	12	-2	-1
COCCNC(=O)C1CCCN(C(=O)C2(c3ccc(Cl)cc3)CCCC2)CC1 (stereo not given)	nt	nt	-1.8	-2	0	0.0	nt	3	12
CC1=C(C(N)=O)C(c2cccc(O)c2)n2nc(CCCO)nc2N1 (stereo not given)	1.2	-1	2.1	-2	-6	-1.6	2	7	0

Six neighbouring entries from above, quoted:
SMILES	Mtb UGM inh	MazF activator	FadD28 binding	BoNT-F LC inh	PrPC TRFRET	BioA inh	Rv3671c inh	Mtb FBA inh	GDH-TPI inh
CCOc1ccccc1N1CCN(CC(=O)c2c(N)n(C)c(=O)n(C)c2=O)CC1	1.2	-14	-0.2	4	-4	nt	-10	6	2
Cc1ccc2nc(SC(C)C(=O)N3CC(C)OC(C)C3)[nH]c2c1 (stereo not given)	-0.9	10	-3.9	3	2	nt	1	-2	1
Cc1ccc(Nc2nc(C(=O)NCCCN3CCOCC3)cs2)cc1	1.1	4	-2.8	4	1	-4.6	4	1	8
CC(=O)Oc1ccccc1C(=O)Oc1ccc(/C=N/n2cnnc2)cc1	1.0	-5	-2.0	0	12	0.5	-9	1	8
CNC(=S)N(CCc1c(C)[nH]c2ccc(C)cc12)Cc1cccs1	0.0	7	-3.9	-5	10	nt	-1	0	-5
CC(Oc1ccccc1)C(=O)Nc1oc(-c2ccco2)c(-c2ccco2)c1C#N (stereo not given)	0.3	-10	0.1	0	-4	nt	2	0	27
